# EPAC2 ag – qHTS for Agonist of cAMP-regulated guanine nucleotide exchange factor 4 (EPAC2): primary screen. Rap guanine nucleotide exchange factor 4 (Homo sapiens), Q8WZA2. Potency, µM (series often up to 154 µM), for the others: at the highest dose activation, actives largely listed as activators. AID 720711, 2013. 360,000 compounds, 0.079% hits. EPAC2 activation, biochemical qHTS; response scale: 100% = 6.5 mM cAMP response; note: potency is the fitted concentration of half-maximal effect; nearly all actives have a fitted effect of over 50% in size
# Target sequence (Q8WZA2 whole entry, looked up): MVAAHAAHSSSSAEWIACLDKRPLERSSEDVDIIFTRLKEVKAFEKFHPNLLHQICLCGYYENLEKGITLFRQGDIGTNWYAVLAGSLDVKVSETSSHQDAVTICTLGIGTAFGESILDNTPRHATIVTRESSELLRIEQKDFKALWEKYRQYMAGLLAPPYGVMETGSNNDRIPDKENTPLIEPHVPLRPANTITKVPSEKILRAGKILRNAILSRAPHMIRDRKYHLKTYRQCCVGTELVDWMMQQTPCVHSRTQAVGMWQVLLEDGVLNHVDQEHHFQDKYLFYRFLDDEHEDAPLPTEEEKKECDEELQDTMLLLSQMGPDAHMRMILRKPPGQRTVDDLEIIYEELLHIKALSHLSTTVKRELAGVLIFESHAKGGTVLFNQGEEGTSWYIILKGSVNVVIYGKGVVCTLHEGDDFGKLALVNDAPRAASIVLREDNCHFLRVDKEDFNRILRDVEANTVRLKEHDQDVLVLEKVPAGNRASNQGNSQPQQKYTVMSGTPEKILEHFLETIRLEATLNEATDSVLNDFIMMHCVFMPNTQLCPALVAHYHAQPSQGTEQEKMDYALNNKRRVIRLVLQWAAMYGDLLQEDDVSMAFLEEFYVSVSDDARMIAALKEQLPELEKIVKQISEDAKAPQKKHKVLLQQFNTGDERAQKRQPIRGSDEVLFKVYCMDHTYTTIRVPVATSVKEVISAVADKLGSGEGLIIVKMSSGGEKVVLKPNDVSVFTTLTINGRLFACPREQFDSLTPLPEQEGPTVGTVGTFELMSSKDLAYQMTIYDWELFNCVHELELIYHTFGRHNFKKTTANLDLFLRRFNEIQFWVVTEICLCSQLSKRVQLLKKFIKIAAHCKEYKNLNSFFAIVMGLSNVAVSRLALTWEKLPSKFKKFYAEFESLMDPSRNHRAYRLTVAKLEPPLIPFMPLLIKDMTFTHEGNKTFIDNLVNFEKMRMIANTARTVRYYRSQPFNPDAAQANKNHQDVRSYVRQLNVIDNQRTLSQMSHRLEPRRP
#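 Each well held 100 nM EPAC2, 250 nM RAP1B-BODIPY-GDP and 50 uM GDP. Fluorescence, read at 5-min intervals to 30 min, was referenced to a 6.5 mM cAMP positive control.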
# CCT modulator – High-Throughput Screening for Modulators of Cytosolic Chaperonin Activity. activity change, % (test concentration not listed), hits read low. purified chaperonin ATPase assay, HTRF ADP detection, 30 min. AID 651819, 2012. 360,000 compounds, 0.3% hits; in the data active = activity change below about -30%; note: % is set by controls: 0 for no effect and ±100 for the full control effect
#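 TRiC (40 or 20 nM final, by batch activity) in 30 mM Tris pH 7.4, 100 mM KCl, 5 mM MgCl2, 1 mM DTT was treated with compound at 76 uM single dose, then 10 uM ATP, 30 min at 37 °C. ADP was read by HTRF Transcreener.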
# Mm-Cpn inhibitor – Inhibitors of TCP-1 ring complex (TRiC) of Methanococcus maripaludis (MmCpn): qHTS | Chaperonin Mm-Cpn (Methanococcus maripaludis) | purified Mm-Cpn ATPase, ADP Transcreener TR-FRET | Potency, µM (highest dose often 76.9 µM), for the others: at the top dose activity, negative = inhibition, most hits filed as inhibitors | 330,000 compounds, 0.031% hits | AID 504842, 2011; note: potency is the fitted concentration of half-maximal effect; % is set by controls: 0 for no effect and ±100 for the full control effect; nearly all actives have a fitted effect of over 80% in size
#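 Inhibition of chaperonin ATP hydrolysis is measured as reduced ADP production, detected by competitive TR-FRET in which signal falls with ADP. Final enzyme 25 nM and ATP 10 uM, reacted 30 min at 37°C.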
# pAkt inh – HTS Assay for Inhibitors of Akt Phophorylation: Primary Screen | 360,000 compounds, 0.32% hits | activity change, % for hits at 50 µM | Neuro2A IGF-stimulated pAkt S473 HTRF, 20 min; hits give low values; in the data active = activity change below about -80%; inconclusive = mostly about -51% to -80%; note: % is set by controls: 0 for no effect and ±100 for the full control effect
#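 Neuro2A cells (4,500/well, DMEM with 0.5% FBS) were treated with compound at a single 50 µM final concentration, stimulated with 6 nM IGF for 20 min at 37 °C, and lysed. Phospho-Akt Ser473 was read by HTRF as 665/615 ratio ×10^4.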
# PTHR1 ag – qHTS for PTHR1 Agonists: Primary Screen. Potency, µM (highest dose often 115 µM), inactives show top-dose activation, actives largely listed as activators. 410,000 compounds, 0.075% hits. Parathyroid hormone/parathyroid hormone-related peptide receptor (Homo sapiens), Q03431. HEK293 GP2 PTHR1 cells, GloSensor cAMP luminescence, 1 h; note: potency is the fitted concentration of half-maximal effect; nearly all actives have a fitted effect of over 55% in size; some results filed as inactive show a strong effect at the top dose; inactives centre near -15; many of its hits are not listed in these tables
#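 HEK-293-derived GP2 cells expressing PTHR1 and a GloSensor cAMP reporter, 3,000/well, plated overnight, given luciferin plus IBMX (each 0.5 mM as added) for 1 h at 37 °C, then compound for 1 h at 37 °C. Luminescence was read after 15 min at room temperature.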
# EPAC2 antagonist – qHTS for Antagonist of cAMP-regulated guanine nucleotide exchange factor 2 (EPAC2): primary screen; EPAC2 GEF exchange of Rap1B-BODIPY-GDP, fluorescence; Potency, µM (doses to about 114 µM), inactives show at the top dose activity, negative = inhibition, hits mostly inhibitors; 360,000 compounds, 0.18% hits; note: potency is the fitted concentration of half-maximal effect; % is set by controls: 0 for no effect and ±100 for the full control effect; nearly all actives have a fitted effect of over 45% in size; many of its hits are not listed in these tables
# D3 antag – qHTS of D3 Dopamine Receptor Antagonist: qHTS | D(3) dopamine receptor (Homo sapiens), P35462 | 360,000 compounds, 2.5% hits | D3R cells, DiscoveRx beta-arrestin luminescence, antagonist mode; hits give low values | max response, negative = inhibition, %; in the data active = max response below about -50%; inconclusive = no clear call, values can overlap the other calls; note: % is set by controls: 0 for no effect and ±100 for the full control effect; mostly tested at two doses, the higher about 12 µM
#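 Cells plated overnight at 1500 cells/well, then exposed to library compounds with dopamine controls for 90 minutes at 37 degrees C. DiscoveRx reagent added for 30–60 minutes at room temperature; luminescence read, quantitative HTS format.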
# DRD3 agonist – qHTS of D3 Dopamine Receptor Agonist: qHTS; D3R DiscoveRx beta-arrestin cells, luminescence, 90 min; max activation, %; 410,000 compounds, 0.58% hits; AID 652048, 2013; in the data active = max activation above about 30%; note: 0% is about no effect; mostly tested at two doses, the higher about 12 µM
#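 Agonist-mode cell screen: cells plated at 1500/well and incubated overnight at 37 °C, then exposed to library compounds for 90 min at 37 °C. Detection reagent was added for 30–60 min at room temperature, and luminescence was read.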
# An asterisk follows results filed as active; i = inactive; ? = inconclusive; . = no result given; [ ] = dose if it differs, or a comment. Unless noted, calls come from the whole dose curve; as a rule, active = well fitted curve in the direction sought with a large enough effect; inconclusive = small, poorly fitted or top-dose-only effect, or another doubt; inactive = no such curve, though single readings can be large; an effect the other way counts as inactive or inconclusive. Some of the compounds tested. The share of hits here may be higher or lower than overall.
SMILES,EPAC2 ag,CCT modulator,Mm-Cpn inhibitor,pAkt inh,PTHR1 ag,EPAC2 antagonist,D3 antag,DRD3 agonist
Cc1ccc2nc(-c3ccc(NS(=O)(=O)c4ccc(F)c(F)c4)cc3)sc2c1,0%,-2.9,-12%,i,-2%,-14%,32,6
COc1cc2nc(CN(C)Cc3ccc(C(C)(C)C)cc3)[nH]c(=O)c2cc1OC,-11%,-1.2,-2%,i,-4%,4%,20,1
CSc1ncccc1C(=O)Nc1cccc(S(=O)(=O)N2CCCCCC2)c1,11%,-1.8,-2%,i,-14%,-4%,-2,-1
CCOC(=O)N(C)OC(=O)Nc1ccc(Cl)c(Cl)c1,8%,0.3,2%,i,-22%[57.5 µM],-1%,13,-1
CCN(C(=O)COC(=O)/C(C#N)=C/c1ccc(OC)cc1)C1CCS(=O)(=O)C1 (stereo not drawn),3%,-0.8,2%,i,-14%,9%,-5,-9
COc1ccc(/C=C2/SC(=S)NC2=O)cc1OCc1ccccc1,3%,-1.1,1%,i,-44%[inhibitor],13%,8,9
CC(=O)N1CCN(Cc2nc3cc(NC(=O)Nc4ccccc4)ccc3n2C)CC1,-1%,0.4,3%,i,0%,4%,5,-13
c1ccc(-c2ccccc2-c2nc(-c3cccnc3)no2)cc1,16%,1.5,-1%,i,-11%,-12%,-9,1
COc1cccc(C(=O)NNc2c3ccccc3nc3ccccc23)c1,-6%,-0.3,0%,i,-41%[inhibitor],1%,-17,-45
CCC(=O)Nc1sc(Cc2ccc3c(c2)OCO3)c(C)c1C(N)=O,2%,-1.0,-13%,i,-1%,5%,7,3
COc1ccc(CCNC(=O)CS(=O)Cc2nc(-c3cccs3)oc2C)cc1OC (stereo not drawn),1%,1.3,1%,i,i,-5%,21,0
COc1cccc(C=Nc2cc(C(C)C)c(O)cc2C)c1O,-30%[inhibitor],-4.8,.,i,-45%[inhibitor],0%,0,-13
CCOc1cc(/C=C/C(=O)O)ccc1OCCO,5%,-0.1,-3%,i,i,4%,-5,-7
CCn1c(C)nc([N+](=O)[O-])c1C(=O)O,3%,0.1,-1%,i,-6%,4%,-4,2
CCc1ccc(-n2c(SCc3cc(=O)n4cc(Br)ccc4n3)nc3[nH]ncc3c2=O)cc1,2%,1.2,-8%,i,-44%,-16%,28,18
CCOC(=O)C(C)n1cnc2scc(-c3ccc(C)cc3)c2c1=O (stereo not drawn),11%,1.0,-1%,i,-10%,6%,?,-2
O=C(COC(=O)c1c(Cl)cccc1Cl)NCC1CCCO1 (stereo not drawn),9%,-0.7,.,i,i,3%,2,5
O=C(NCc1cccc(C(F)(F)F)c1)c1ccc2c(c1)OCO2,1%,-3.3,2%,i,-9%,-3%,-11,5
Cc1ccc(NC(=O)c2ccc3nc[nH]c3c2)nc1,6%,-3.3,1%,i,-16%,9%,-4,0
CCOC(=O)c1sc2nc(N3CCCC3)c3c(c2c1N)CC(C)(C)OC3,3%,-3.4,2%,i,i,-2%,12,-2
CCOC(=O)c1cc(C#N)c(N2CCN(c3ccccn3)CC2)nc1-c1ccccc1,8%,0.2,?,i,-17%,-10%,3,-2
O=C(NC1CCCCC1)C(c1ccc(F)cc1)N(C(=O)Cc1ccsc1)c1ccc(F)cc1 (stereo not drawn),-3%,0.5,-1%,i,-2%[57.5 µM],4%,-4,2
Cn1c(COc2ccccc2)nnc1SCCN1CCOCC1,6%,0.5,1%,i,-21%[57.5 µM],18%,?,5
CC1(C)Cc2c(sc(NC(=O)/C=C/C(=O)O)c2C#N)CO1,1%,-0.5,-2%,i,-12%,2%,1,0
CN1CCN(c2ccc(Cl)cc2NC(=O)c2cccc(S(=O)(=O)N(C)C)c2)CC1,6%,1.7,0%,i,i,4%,14,6

# An excerpt from above in order of molecular weight, ascending:
SMILES,EPAC2 ag,CCT modulator,Mm-Cpn inhibitor,pAkt inh,PTHR1 ag,EPAC2 antagonist,D3 antag,DRD3 agonist
CC1(C)Cc2c(sc(NC(=O)/C=C/C(=O)O)c2C#N)CO1,1%,-0.5,-2%,i,-12%,2%,1,0
CCOC(=O)c1sc2nc(N3CCCC3)c3c(c2c1N)CC(C)(C)OC3,3%,-3.4,2%,i,i,-2%,12,-2
CSc1ncccc1C(=O)Nc1cccc(S(=O)(=O)N2CCCCCC2)c1,11%,-1.8,-2%,i,-14%,-4%,-2,-1
Cc1ccc2nc(-c3ccc(NS(=O)(=O)c4ccc(F)c(F)c4)cc3)sc2c1,0%,-2.9,-12%,i,-2%,-14%,32,6

# (listing goes on)
SMILES,EPAC2 ag,CCT modulator,Mm-Cpn inhibitor,pAkt inh,PTHR1 ag,EPAC2 antagonist,D3 antag,DRD3 agonist
COc1cc(NC(=O)CSc2nnc3ccc(-c4ccncc4)nn23)cc(OC)c1,6%,2.3,1%,i,i,21%,-13,4
CCCn1c(=O)c(C(=O)Nc2ccccc2C(=O)OC)c(O)c2ccccc21,4%,0.8,0%,-104%*,-14%[57.5 µM],-13%,-3,1
COc1ccc(CNc2ccc(S(=O)(=O)N3CCN(C)CC3)cn2)cc1OC,-6%,-1.6,-2%,i,i,5%,1,4
O=C(Nc1ccncc1)c1ccc(Cl)c(Cl)c1,1%,-3.4,-3%,i,-42%[inhibitor],-3%,-1,3
CCCCSc1nc(C)c(CC(=O)O)c(=O)[nH]1,6%,-1.1,-1%,i,25%[57.5 µM],7%,20,3
CSCCC(=O)N1CCCC(CNC(=O)c2ccc(-c3ccccc3)cc2)C1 (stereo not drawn),13%,1.2,-7%,i,-36%[inhibitor],6%[57.1 µM],-3,-2
COCc1ccc(CN2CCCC(C(=O)Nc3ccc(-c4cccc(OC)c4)cc3)C2)o1 (stereo not drawn),7%,0.4,-3%,i,-13%,-8%,3,-7
COc1ccc(CCN2CC(C(=O)NC3CCOCC3)CCC2=O)cc1 (stereo not drawn),-1%,-5.5,-3%,i,i,6%,5,4
CC(C)=CC(=O)Nc1ccccc1C(N)=O,12%,-2.0,0%,i,i,0%,5,-6
COc1cccc2sc(N(CCCN(C)C)C(=O)c3ccc(S(=O)(=O)N4CCc5ccccc5C4)cc3)nc12,9%,-9.3,-4%,i,i,-5%,-28,-13
CCCc1c(NC(=O)Nc2ccc(F)cc2)cnn1-c1ccc(Cl)cc1,9%,0.7,-1%,i,-54%[inhibitor],-9%,-9,-9
CN1CCN(C(=O)CSc2nc3c(c(=O)n(C)c(=O)n3C)n2C)CC1,5%,-0.1,-2%,i,-6%,8%,4,1
CC(=O)Nc1ccc2c(c1)nc1n2CCSC1,7%,-2.7,-1%,i,i,6%,-3,16
O=S(N1CCCCC1)C12CC3CC(CC(C3)C1)C2 (stereo not drawn),-12%,1.6,-2%,i,i,9%,5,4
O=C(CC1C(=O)NCCN1C(=O)Nc1ccc(F)cc1)Nc1ccc(F)cc1 (stereo not drawn),-2%,-0.4,2%,i,i,-17%,5,4
Cc1ccc(NC2=CC(=O)CC(c3ccco3)C2)c(N)c1 (stereo not drawn),2%,-1.9,1%,i,i,-3%,12,-6
COc1ccc(NCc2n[nH]nc2-c2ccccc2)cc1Cl,-1%,1.7,1%,i,-34%[inhibitor],0%,8,2
O=C1NC(=O)C2(CCCCCCC2)N1,1%,0.2,.,i,i,16%,-6,1
Cc1cc2ccccc2cc1C(=O)c1ccccc1,18%,0.5,.,i,-26%,8.9µM*,1,-8
Cc1ccc(/C=N/Nc2ccc(C(=O)O)cc2)o1,1%,-2.0,-8%,i,-11%,-6%,-1,1
O=C(c1ccc(-n2cnnn2)cc1)N1CCN(C(c2ccccc2)c2ccccc2)CC1,3%,-2.0,1%,i,-6%[57.5 µM],-8%,6,-4
CCOC(=O)c1ccc(NC(=O)c2nc[nH]c2C(=O)NC)cc1,-1%,-0.5,0%,i,-25%,1%,24,49*
O=C(C[C@H]1C/C=C\C[C@H](NC(=O)OCC2c3ccccc3-c3ccccc32)C(=O)OC[C@@H]2CCCN2C1=O)N[C@H](CO)Cc1ccccc1,-11%,0.2,4%,i,-19%,-7%,0,-3
CC(C)COC(=O)c1nnsc1NC(=O)Nc1ccccc1,2%,-6.1,-2%,i,-4%[57.5 µM],-1%,-2,-10
CCc1sc(C(=O)Nc2cccnc2)cc1Br,2%,-1.6,-2%,i,i,11%,-8,-7

# Further compounds follow.
SMILES,EPAC2 ag,CCT modulator,Mm-Cpn inhibitor,pAkt inh,PTHR1 ag,EPAC2 antagonist,D3 antag,DRD3 agonist
CCN(CC)CC(=O)N1N=C(c2cccs2)CC1c1ccco1 (stereo not drawn),10%,2.0,-1%,i,i,-2%,-1,-6
Cc1ccc(NC2OC(C(O)CO)C(O)C2O)cc1[N+](=O)[O-] (stereo not drawn),-4%,-1.6,1%,i,i,2%,2,-1
Cn1c(Cn2nnc(-c3ccccc3)n2)nnc1SCc1ccccc1Cl,7%,-0.4,1%,i,-1%[57.5 µM],-5%,2,13
CN(C)c1ccc(C(CNC(=O)c2ccc(C#N)cc2)c2c[nH]c3ccccc23)cc1 (stereo not drawn),5%,-1.1,-4%,i,i,?,-27,-4
Cc1cccc(N(C(=O)CCC(=O)Nc2ccccn2)C(C(=O)NC(C)C)c2ccc(O)cc2)c1 (stereo not drawn),-6%,-2.6,1%,i,-54%[inhibitor][57.5 µM],-15%,0,5
O=C(COC(=O)c1ccc(O)cc1O)c1ccc2c(c1)OCCO2,0%,-5.5,-5%,i,-32%[inhibitor],-9%,9,7
C/C(=C\C(=O)Nc1cscc1C)C(=O)O,11%,0.9,2%,i,-7%,-1%,-7,10
COc1ccc(S(=O)(=O)N2CCCCC2)cc1NC(=O)c1cccs1,10%,-3.7,-1%,i,-5%,1%,2,2
C=CCN(CC=C)C(=O)C1c2ccccc2Oc2ccccc21,4%,0.2,.,i,-58%[inhibitor],-19%,-2,-6
Cc1ccc(C(=O)N/C(=C\c2sccc2C)C(=O)NCCCN2CCOCC2)cc1,4%,-3.6,0%,i,i,5%,-4,-7
COC(=O)CSc1nsc(SCC(=O)OC)n1,2%,-1.5,1%,i,i,3%,12,2
